ERG Ets-DNA blk – blocks human ERG Ets domain binding to DNA; 370,000 tested, 0.028% active; AID 624246; fluorescence polarization, His-ERG Ets domain / labelled DNA; P11308; Potency, µM (top dose mostly 76.9 µM), without a hit: top-dose FP activity, negative = inhibition, usual class: inhibitors; active means well fitted inhibition curve with a large enough effect in the polarisation, with a control signal flat; inconclusive means small, poorly fitted or top-dose-only effect, or effect the other way, or a change in a side signal; inactive means no such curve, though single readings can be large or run the other way; the % refers to the polarisation;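 further: polarization taken with two DNA probes labelled with fluorescein and Texas red; potency means the concentration at half of the fitted maximal effect; % of control where 0% means no effect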
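His-tagged ERG Ets domain (1 uM in the protein solution; 300mM KCl, 50mM Tris-HCl, 1mM EDTA, 1mM DTT, pH 7.5) received compound, then a probe mix of 5 nM fluorescein-DNA and 100nM Texas-615-DNA. Fluorescence polarization was read for both dyes.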
D2 agonist – agonists of human D2 dopamine receptor; 340,000 tested, 0.53% active; HEK293 T-REx D2 cells, calcium flux agonist mode; activation, % at 2 µM; P14416;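 active means activation over 3 SD above normal in the single-dose calcium agonist read, cut at about 30% in these data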; further: 0% is about no effect
Target sequence (P14416 whole entry, looked up): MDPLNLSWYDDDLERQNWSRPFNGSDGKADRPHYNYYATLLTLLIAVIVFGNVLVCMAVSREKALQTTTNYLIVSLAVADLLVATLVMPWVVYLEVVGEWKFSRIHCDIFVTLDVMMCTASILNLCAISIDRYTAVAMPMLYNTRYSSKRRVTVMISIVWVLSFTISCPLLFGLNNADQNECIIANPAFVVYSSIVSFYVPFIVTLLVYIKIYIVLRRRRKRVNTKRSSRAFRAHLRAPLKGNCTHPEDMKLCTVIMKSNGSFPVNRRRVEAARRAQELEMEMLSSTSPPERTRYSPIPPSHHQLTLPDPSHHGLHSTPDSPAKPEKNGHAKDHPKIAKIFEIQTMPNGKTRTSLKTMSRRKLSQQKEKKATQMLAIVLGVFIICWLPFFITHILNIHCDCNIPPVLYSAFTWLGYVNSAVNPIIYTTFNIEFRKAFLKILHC
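Tetracycline-induced HEK293 T-REx cells with force-coupled D2 receptor, plated overnight at 30 C, loaded with no-wash calcium dye. After a 10 s baseline, compound was pin-added and calcium flux read kinetically for 180 s; calcium rises flagged agonists.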
12-LOX inh – inhibitors of human 12S-lipoxygenase ALOX12; P18054; purified 12hLO, xylenol orange hydroperoxide absorbance; Potency, µM (series often up to 108 µM), for the others: at the top dose activity change, negative = inhibition, actives largely listed as inhibitors; 580,000 tested, 1.1% active; further: potency means the concentration at half of the fitted maximal effect; on the % scale 0 is the no-effect control and ±100 the full control effect
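Purified human 12hLO at 150 nM in 25 mM Hepes, 0.01% Triton X-100, pH 7.0, preincubated 15 min at room temperature with compound. Reaction started with 40 uM arachidonic acid, 30 min at room temperature. Hydroperoxide measured by Fe-xylenol orange, 573/405 nm absorbance ratio.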
Vif-A3G inh – inhibitors of Vif-APOBEC3G interaction; 410,000 tested, 0.076% active; Q9HC16; Potency, µM (titrated, usually from 46.1 µM), for the others: top-dose activity, negative = active, hits mostly inhibitors; AID 602310; HeLa A3G-eYFP + Vif (tagged APOBEC3G with the HIV-1 protein that degrades it), YFP fluorescence, overnight;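 further: potency means the concentration at half of the fitted maximal effect; on the % scale 0 is the no-effect control and ±100 the full control effect; nearly all actives have a fitted effect of over 60% in size; hits raise eYFP signal because A3G escapes Vif-driven loss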
Target sequence (Q9HC16 whole entry, looked up): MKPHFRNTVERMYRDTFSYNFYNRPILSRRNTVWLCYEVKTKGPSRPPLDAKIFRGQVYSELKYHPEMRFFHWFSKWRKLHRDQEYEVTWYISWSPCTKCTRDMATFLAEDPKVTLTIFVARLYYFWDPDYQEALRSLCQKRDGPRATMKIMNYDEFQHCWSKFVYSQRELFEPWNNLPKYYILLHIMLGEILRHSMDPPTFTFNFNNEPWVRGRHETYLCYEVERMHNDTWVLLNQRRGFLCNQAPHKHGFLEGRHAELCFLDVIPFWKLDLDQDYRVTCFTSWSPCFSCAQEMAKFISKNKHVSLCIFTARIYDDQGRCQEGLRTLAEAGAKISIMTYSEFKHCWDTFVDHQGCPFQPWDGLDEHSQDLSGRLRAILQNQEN
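HeLa cells stably expressing Vif and C-terminally eYFP-tagged A3G, seeded overnight at 37 deg C, then exposed to compound by pintool overnight at 37 deg C. Rise in yellow fluorescence (Ex 488/Em 500-530, Acumen) marks blocked Vif-driven A3G degradation.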
D2 antagonist – D2 dopamine receptor (human) antagonism; HEK293 TREx D2 cells, calcium flux, dopamine EC80; inhibition, % at 10 µM; 340,000 tested, 2% active; AID 485344; in the data active means inhibition above about 30%; further: 0% is about no effect
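Tetracycline-induced HEK293 T-REx cells expressing D2 force-coupled to calcium signalling were dye-loaded, exposed to compound for 180 s, then challenged with an EC80 of dopamine; calcium flux was followed kinetically for a further 180 s.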
LDHA inh – blocks human lactate dehydrogenase A; activity change, % (values are at about 110 or 230 µM); 480,000 tested, 0.15% active; purified LDHA, NADH/diaphorase-resazurin fluorescence; hits give low values; in the data active means activity change below about -30%; inconclusive means mostly about -25% to -30%;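 further: plate controls were DMSO wells for no effect and wells without enzyme for full effect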
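Enzyme activity of human lactate dehydrogenase 5 (2 nM; 0.06 mM NADH, 0.2 mM pyruvate, 5 min, RT) is measured via a resazurin/diaphorase fluorescence readout of residual NADH.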
GRP78 ERSR act – induces the endoplasmic reticulum stress response in human glioma cells. Potency, µM, without a hit: top-dose activation, usual class: activators. 420,000 tested, 0.02% active. U87-MG GRP78 promoter luciferase reporter, 16 h. AID 602332; further: potency means the concentration at half of the fitted maximal effect; series mostly up to about 76 µM; % of control where 0% means no effect; nearly all actives have a fitted effect of over 35% in size
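Stably transfected U87-MG human glioma cells carrying a GRP78-based luminescent sensor were seeded at 1000 cells/well, pin-dosed with compounds and incubated 16 h. Luciferase reagent was then added, and end-point luminescence was read after 10 min at room temperature.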
Vif-A3F inh – Vif-A3F binding inhibition; HeLa A3F-eYFP + Vif (tagged APOBEC3F with the HIV-1 protein that degrades it), YFP fluorescence increase; Potency, µM (titrated, usually from 46.1 µM), without a hit: at the top dose activity, negative = active; 390,000 tested, 0.2% active; AID 602313; further: potency means the concentration at half of the fitted maximal effect; % of control where 0% means no effect; nearly all actives have a fitted effect of over 65% in size
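Fluorescence increase (Ex 488/Em 500-530) after overnight compound treatment at 37 deg C flags inhibition of Vif-driven A3F-eYFP loss in stable HeLa A3F-eYFP/Vif cells seeded overnight beforehand.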
RGS4 inh – blocks human RGS4-accelerated GTP hydrolysis; P49798; Transcreener GDP fluorescence polarization, RGS4-accelerated GTP hydrolysis; Potency, µM (highest dose often 114 µM), without a hit: at the highest dose activity change, negative = inhibition, actives largely listed as inhibitors; 390,000 tested, 0.039% active; further: potency means the concentration at half of the fitted maximal effect; on the % scale 0 is the no-effect control and ±100 the full control effect; nearly all actives have a fitted effect of over 75% in size; some results filed as inactive show a strong effect at the top dose
Target sequence (P49798 whole entry, looked up): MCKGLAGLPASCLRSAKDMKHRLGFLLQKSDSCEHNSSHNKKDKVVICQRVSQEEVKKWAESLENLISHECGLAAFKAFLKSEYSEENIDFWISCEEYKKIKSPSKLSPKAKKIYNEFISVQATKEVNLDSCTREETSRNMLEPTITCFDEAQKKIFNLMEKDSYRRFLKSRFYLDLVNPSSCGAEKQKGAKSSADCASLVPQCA
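MLSMR compounds (23 nl, pin-transferred) preincubated 10 min at room temperature with a 500nM (2x) first reagent, then RGS4 at 900nM (2x) plus Transcreener GDP mix added; fluorescence polarization (620/688 nm) read before and after 90 min at 30 °C.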
* marks the source's active call; other numbers are inactive results; ? = inconclusive; nt = not tested or not shown; & = joins results of further samples; [ ] = dose if it differs, or a comment. Unless noted, the call rests on the fitted dose curve; in most records, active means well fitted curve in the direction sought with a large enough effect; inconclusive means small, poorly fitted or top-dose-only effect, or another doubt; inactive means no such curve, though single readings can be large; an effect the other way counts as inactive or inconclusive.

SMILES | ERG Ets-DNA blk | D2 agonist | 12-LOX inh | Vif-A3G inh | D2 antagonist | LDHA inh | GRP78 ERSR act | Vif-A3F inh | RGS4 inh
Cc1c(NC(=O)CSC2=C(C#N)C(c3ccccc3F)CC(=O)N2)c(=O)n(-c2ccccc2)n1C (stereo not given) | 7.1% | 0.8 | -5.1% | 0.5% | 5.4 | -0.1 | -4.3% | -1.8% | 4.8%
Cc1ccc(NC2=Nc3ccccc3N3C2=Nc2c(c(C)nn2-c2ccccc2)C3c2ccc(O)c(O)c2)cc1 (stereo not given) | -12.9% | 0.5 | 3.3% | -0.2% | -8.3 | -2.0 | -3.0% | nt | 13.4%
Cc1ccc(CS/C(Nc2ccccc2C)=C(\C#N)C(=O)NCc2ccco2)c(C)c1 | 4.6% | -1.7 | -17.4% | 2.4% | 11.8 | -6.5 | -3.1% | -1.8% | -1.0%
COc1ccc(Nc2nc(N)nc(N)c2S(=O)(=O)c2ccccc2)cc1 | 5.9% | -0.4 | -1.4% | -10.9% | nt | -3.8 | 3.0% | -0.8% | 16.0%
O=C(C[n+]1ccc(-c2ccccc2)cc1)Nc1ccc([N+](=O)[O-])cc1 | 12.0% | 0.8 | -4.9% | 2.3% | 36.9* | -0.6 | -5.9% | -0.7% | 6.8%
Cc1ccc2c(c1)nnn2C1CCN(CC(=O)c2ccc(Cl)cc2)CC1 | 3.3% | 0.3 | ? | -0.5% | 1.7 | -0.5 | -3.3% | -1.1% | -21.1%
COc1cc(/C(C)=N\NC(=O)CSc2nc3ccccc3n2C)ccc1O | 3.5% | -1.2 | 18.1% | -1.8% | -1.9 | -0.9 | -0.8% | 8.1% | 1.6%
O=C(O)c1ccccc1C(=O)NC1CCN(c2nccc(C(F)(F)F)n2)CC1 | -3.2% | -1.1 | 4.7% | -0.3% | -6.4 | -0.6 | -4.6% | 12.3% | -21.1%
O=C(C[C@H]1C(=O)N(c2ccc(Br)cc2)C[C@@H]1Cc1ccccc1)Nc1ccccc1 | nt | nt | 2.6% | 4.0% | nt | 0.4 | -1.8% | -1.4% | nt
O=C(NNC(=O)c1cc2cc(OC(F)(F)F)ccc2[nH]1)c1ccc(Cl)cc1 | 9.5% | 0.7 | 3.4% | 0.8% | 10.5 | -1.7 | -1.4% | 10.8% | -38.7%
CCOc1ccc(C2C(C(=O)c3ccco3)=C(O)C(=O)N2Cc2cccnc2)cc1OC (stereo not given) | 4.4% | -0.8 | -12.3% | -0.1% | -3.8 | 6.5 | -4.2% | nt | -9.6%
O=C(O)COc1ccccc1O | -5.3% | -1.0 | 0.0% | 2.7% | -1.3 | 0.2 | -0.3% | -1.1% | 24.9%
Cc1ccc(Cc2nc3ccccc3nc2SCC(=O)N2CCCCC2C)cc1 (stereo not given) | -4.2% | 0.2 | ? | -6.8% | nt | -3.3 | -2.9% | -10.3% | 7.6%
Cc1cccc(C(=O)Nc2ccccc2-c2nnn(CC(=O)Nc3ccc4c(c3)OCCO4)n2)c1 | -1.5% | 0.2 | ? | -12.7% | -21.3 | -20.1 | -3.3% | -14.2% | 25.2%
C/C(=N\NC(=O)C(=O)Nc1cccc(Cl)c1C)c1ccncc1 | -4.1% | -0.3 | 26.3% | -0.9% | -4.0 | -1.6 | -1.2% | -5.9% | 17.1%
COc1ccc(Nc2nc3c(c(=O)n(C)c(=O)n3C)n2CCO)cc1 | 2.1% | 0.1 | 38.8%[activator] | -0.4% | -5.1 | 2.1 | -2.6% | -1.0% | 20.2%
Cc1[nH]nc2nc(SCC(=O)NC3CCCCC3)n(-c3ccc(Br)cc3)c(=N)c12 | -14.4% | 0.2 | -12.4% | 1.0% | -11.4 | -12.8 | -0.9% | -10.0% | 10.9%
CCC(C(=O)NC1CCN(C)CC1)c1ccccc1 (stereo not given) | -3.6% | -0.2 | -0.1% | -0.4% | 11.2 | -1.6 | -1.6% | 2.5% | -3.2%
COc1ccc(C(=O)OCCc2sc[n+](CC(=O)c3ccccc3)c2C)cc1 | 3.1% | -2.8 | ? | -0.1% | -19.7 | -4.2 | -1.6% | 5.4% | -14.9%
CCn1cc(C(=O)Nc2ccc(OC)c(OC)c2)c2cc(OC)c(OC)cc2c1=O | 2.4% | 0.4 | 0.0% | -1.5% | -5.8 | 18.7 | -2.1% | -9.4% | -13.3%
CC(=O)N1c2ccc(S(=O)(=O)N3CCC(C(=O)N4CC(C)CC(C)C4)CC3)cc2CC1C (stereo not given) | -9.0% | -1.9 | 0.0% | -7.4% | 9.1 | -4.6 | -2.6% | -5.6% | 4.0%
COc1ccc(NC(=O)CC2C(=O)N(c3ccc(F)cc3)C(=S)N2NC(=O)c2ccc(Cl)cc2)cc1 (stereo not given) | 4.5% | -0.5 | 20.7% | 2.2% | 37.4* | -3.2 | -2.6% | -7.4% | 31.1%
O=C(N/N=C/c1ccoc1)c1cccc([N+](=O)[O-])c1 | -2.9% | -0.2 | -7.2% | -0.4% | -6.8 | -1.5 | 1.3% | -1.8% | -12.1%
COC(=O)c1cnc2ccccc2n1 | -1.0% | nt | 41.1%[activator] | -0.6% | nt | -5.8 | 3.1% | 3.0% | -15.2%
Cc1ccc(S(=O)(=O)N2CCCCC2)cc1NC(=O)CCN1C(=O)C2CC=CCC2C1=O (stereo not given) | -9.5% | -1.7 | 18.3% | 4.0% | -11.2 | -1.1 | -1.8% | -4.0% | 1.4%
COc1ccc(S(=O)(=O)N(CC(=O)N/N=C/c2cccs2)c2ccc(C)cc2)cc1OC | 3.6% | 0.0 | 6.7% | -5.3% | -13.0 | -0.5 | -3.6% | 3.2% | -15.3%
CC(=O)c1sc(NC(=O)COc2ccc(Cl)cc2Cl)nc1C | -3.8% | -0.6 | 0.0% | 0.5% | -7.1 | -4.1 | 11.0% | 4.9% | -25.4%[56.9 µM]
O=C(NC(Cc1ccccc1)C(=O)O)/C(=C/c1cccc([N+](=O)[O-])c1)NC(=O)c1cccc(Br)c1 (stereo not given) | 9.1% | 0.0 | -14.0% | -0.1% | -10.0 | -4.6 | -2.6% | 3.4% | -8.9%
CCS(=O)(=O)Nc1ccc(NC(C)=O)cc1 | 0.3% | nt | 26.0% | 2.7% | nt | 5.8 | -4.6% | 2.9% | -44.1%
O=c1cc2c(c(-c3ccccc3)n1Cc1ccccc1)[C@H](CCO)NC2 | 4.6% | nt | ? | -3.4% | nt | -4.7 | -2.5% | -3.9% | -18.9%
CCOC(=O)c1cc(-c2ccc(Cl)cc2)nc2c1c(C)nn2CCC#N | -4.8% | 0.8 | 3.3% | -1.4% | 13.5 | -3.1 | -1.6% | -8.1% | 22.2%
O=C(O)CCC(=O)N1CCc2cc(S(=O)(=O)NCc3ccc(F)cc3)ccc21 | -9.1% | 0.5 | -3.0% | 2.4% | nt | -4.5 | -0.7% | -5.5% | -19.1%
Cc1cc(C)c(C(O)c2ncc(-c3ccccc3F)[nH]2)c(C)c1 (stereo not given) | nt | nt | -0.5% | 1.9% | nt | -4.3 | 0.2% | nt | nt
Cc1cc(C)c(NC(=O)CCCn2c(=O)oc3ccccc32)c(C)c1 | -9.8% | 0.0 | -1.4% | 0.5% | 33.1* | -7.7 | -3.2% | 0.8% | 16.0%
Cc1ccc(S(=O)(=O)Oc2ccc(/C=N/NC(=O)c3nn(C)cc3Cl)cc2)cc1 | -4.0% | 0.1 | 0.0% | -0.5% | 13.9 | -1.4 | -5.7% | 0.6% | 21.1%
Fc1cc(F)cc(Nc2nc(Cl)nc(NC3CCCC3)n2)c1 | nt | -0.5 | -21.6% | -28.4% | -3.7 | -2.9&4.0 | -6.1% | 6.6% | -15.5%
COC(=O)c1ccc(CN(c2ccc(C)cc2)S(=O)(=O)c2ccc3c(c2)OCCO3)o1 | -8.1% | 1.0 | 0.0% | -4.6% | -30.8 | -3.6 | -3.7% | -3.3% | -62.7%[11.4 µM]
O=C(CSc1nnc(C2CCCCC2)n1-c1ccccc1)NCc1ccco1 | nt | 0.3 | -23.7% | -2.4% | -4.3 | -3.7 | -2.5% | -12.7% | -31.8%
COc1ccc(S(=O)(=O)Nc2ccc3c(c2)OCO3)cc1OC | -1.7% | 0.5 | -19.6% | 0.0% | 27.3 | 2.1 | 3.8% | -0.7% | -2.8%
CCCOC(=O)c1ccc(-n2nnnc2SCC(=O)N2CCCCC2)cc1 | -8.6% | -0.2 | -21.9% | -1.1% | 1.1 | 2.7 | -2.1% | 3.5% | -11.3%
CSc1ccc(/C=N/NC(=O)COc2ccc(Br)cc2Cl)cc1 | -10.2% | 0.8 | -4.0% | 0.3% | 2.8 | -3.3 | -5.9% | -16.6% | -6.7%
Cc1nnc(NC(=O)Cn2c(=O)sc3ccccc32)s1 | 9.6% | 3.8 | -4.9% | 0.2% | -7.7 | -0.6 | -1.1% | -1.6% | -1.4%
O=C(Nc1ccc(Cl)c(C(F)(F)F)c1)C1CCN(S(=O)(=O)c2cccc3nonc23)CC1 | -4.7% | 0.9 | 0.0% | 3.3% | nt | -3.4 | -2.9% | 0.4% | 13.8%
CCOC(=O)C(C(=O)Nc1cccc(C)n1)C1CCCCC1 (stereo not given) | 0.7% | -0.3 | 0.0% | -1.0% | 2.2 | -0.5 | 0.3% | nt | 34.4%
COc1ccc(NC(=O)C2C3CC/C=C\CCC32)cc1 (stereo not given) | 1.0% | nt | 0.0% | -0.1% | nt | -9.6 | 2.1% | 2.4% | 1.7%

Only part of the results is shown, so the mix of outcomes need not match the whole.
